Screening data from PubChem BioAssay.
KinaseGlo FLuc: counter-screen: inhibitors of Kinase-Glo firefly luciferase | Q27757 | Kinase-Glo luciferase, ATP luminescence, 8 min | Potency, µM (series often up to 38.3 µM), for inactives: at the top dose activity change, negative = inhibition, most hits filed as inhibitors | hit rate 0.28% among 200,000 | AID 1379; note: % is set by controls: 0 for no effect and ±100 for the full control effect; nearly all actives have a fitted effect of over 60% in size
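Luminescence was the read-out, taken after 8-minute incubation at ambient temperature. Luciferase turned over luciferin with 10 uM ATP in imidazole pH 7.2 buffer containing KCl, MgCl2, Tween 20 and BSA.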
KDM4E inh: blocks human JMJD2E demethylase activity; B2RXH2; Potency, µM (top dose mostly 57.1 µM), without a hit: top-dose activity change, negative = inhibition, usual class: inhibitors; JMJD2E catalytic domain, FDH-coupled NADH fluorescence (FDH is formaldehyde dehydrogenase); hit rate 1.6% among 230,000; active = well fitted inhibition curve with a large enough effect, not every such curve was filed as active; inconclusive = small, poorly fitted or top-dose-only effect, or another doubt; inactive = no such curve, though single readings can be large or run the other way;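 note: 0% = wells with enzyme and -100% = buffer wells without enzyme; nearly all actives have a fitted effect of over 50% in size; many of its hits are not listed in these tables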
Target sequence (B2RXH2 1-337 limits assumed): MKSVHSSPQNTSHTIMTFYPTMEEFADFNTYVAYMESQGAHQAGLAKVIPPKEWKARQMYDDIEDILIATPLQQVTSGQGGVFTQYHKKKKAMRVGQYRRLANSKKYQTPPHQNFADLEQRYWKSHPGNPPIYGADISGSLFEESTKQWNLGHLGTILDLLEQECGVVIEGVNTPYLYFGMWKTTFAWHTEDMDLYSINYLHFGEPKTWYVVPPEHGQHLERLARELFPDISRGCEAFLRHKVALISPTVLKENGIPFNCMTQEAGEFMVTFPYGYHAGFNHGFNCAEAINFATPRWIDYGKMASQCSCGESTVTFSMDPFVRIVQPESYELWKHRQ
RECQ1 helicase: RECQ1 (human) helicase inhibition; Potency, µM (doses to about 57.3 µM), for inactives: top-dose activity, negative = inhibition, actives largely listed as inhibitors; hit rate 0.54% among 240,000; RECQ1 DNA unwinding, red fluorescence kinetic read;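 note: plate controls were vehicle for no effect and no enzyme for full effect; nearly all actives have a fitted effect of over 30% in size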
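50 nM RECQ1T1 preincubated 15 min with compound in Tris pH 8.0 buffer with MgCl2, DTT, Tween-20 and 2.5 ug/ml poly(dI-dC); started with 200 nM TAMRA/BHQ-2 forked duplex and 2 mM ATP. Unwinding read as fluorescence (525/598 nm), two reads 2 h apart.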
SMN2 splice enh: SMN2 splice variant enhancement. HEK293 SMN2-luciferase splicing reporter, luminescence, 30-36 h. Potency, µM (series often up to 46.1 µM), for inactives: at the highest dose activity change, positive = activation, most hits filed as activators. hit rate 2.8% among 210,000. AID 1458; note: % of control where 0% means no effect; nearly all actives have a fitted effect of over 55% in size
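qHTS luciferase splicing reporter: luminescence rises when SMN2 exon 7 is included in transfected HEK293 cells. Compound exposure lasted 30-36 h at 37C, with 4.5 mM final sodium butyrate as control, followed by a ONE-Glo read.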
Tau ThT inhib: blocks human tau fibril formation measured by thioflavin T | AID 1460 | recombinant tau K18 P301L (four-repeat tau fragment), heparin-induced fibrillization, ThT fluorescence | hit rate 2.1% among 270,000 | P10636 | Potency, µM (highest dose often 57.4 µM), for the others: top-dose activity, negative = inhibition, most hits filed as inhibitors; note: % is set by controls: 0 for no effect and ±100 for the full control effect; nearly all actives have a fitted effect of over 55% in size
Target sequence (P10636 561-689 P618L limits assumed): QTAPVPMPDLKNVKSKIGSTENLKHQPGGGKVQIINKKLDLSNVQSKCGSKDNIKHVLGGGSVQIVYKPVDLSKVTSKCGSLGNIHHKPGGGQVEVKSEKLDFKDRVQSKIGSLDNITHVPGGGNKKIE
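Heparin-induced fibrillization of the P301L-mutant K18 repeat-domain fragment of human tau was followed by ThT binding in quantitative high-throughput format.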
L3MBTL1 inh: L3MBTL1 (human) inhibition; AlphaScreen L3MBTL1–H3K9me1 peptide binding; Potency, µM (highest dose often 57.1 µM), without a hit: at the highest dose activity, negative = inhibition, most hits filed as inhibitors; hit rate 0.66% among 230,000; AID 485360; note: % is set by controls: 0 for no effect and ±100 for the full control effect; nearly all actives have a fitted effect of over 60% in size
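Displacement of a biotinylated histone H3(1-15) peptide monomethylated at Lys9 (75 nM) from L3MBTL1 (50 nM) was measured by AlphaScreen after a 30 min room-temperature compound incubation; cefsulodin titration served as intraplate control.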
ALDH1A1 block: inhibitors of human aldehyde dehydrogenase 1A1 | P00352 | Purified ALDH1A1, NADH fluorescence, propionaldehyde substrate | Potency, µM (titrated, usually from 75.3 µM), inactives show at the highest dose activity, negative = inhibition, usual class: inhibitors | hit rate 7.3% among 220,000 | AID 1030; active = well fitted inhibition curve with a large enough effect, not every such curve was filed as active; inconclusive = small, poorly fitted or top-dose-only effect, or another doubt; inactive = no such curve, though single readings can be large or run the other way;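 note: plate controls were no enzyme wells and a reference inhibitor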
Target sequence (P00352 whole entry, looked up): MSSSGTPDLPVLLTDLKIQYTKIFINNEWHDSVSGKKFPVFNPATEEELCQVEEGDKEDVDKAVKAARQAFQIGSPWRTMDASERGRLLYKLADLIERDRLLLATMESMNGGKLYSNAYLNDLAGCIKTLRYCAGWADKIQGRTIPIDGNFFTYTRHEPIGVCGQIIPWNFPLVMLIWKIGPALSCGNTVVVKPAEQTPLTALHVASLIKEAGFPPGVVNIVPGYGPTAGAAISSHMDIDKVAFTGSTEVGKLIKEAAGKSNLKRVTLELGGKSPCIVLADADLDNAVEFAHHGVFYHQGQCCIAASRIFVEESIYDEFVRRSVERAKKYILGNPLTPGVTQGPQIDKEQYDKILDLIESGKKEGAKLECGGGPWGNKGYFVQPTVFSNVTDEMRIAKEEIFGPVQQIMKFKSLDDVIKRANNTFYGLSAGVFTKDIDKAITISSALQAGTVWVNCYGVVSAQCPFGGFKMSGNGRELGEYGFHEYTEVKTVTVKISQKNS
Lamin A splicing: LMNA splicing modulation | HeLa LMNA splicing GFP/RFP minigene ratio, 48 h | Potency, µM (highest dose often 46.1 µM), for the others: at the top dose ratio change, negative = inhibition, most hits filed as inhibitors | hit rate 0.01% among 200,000; active = well fitted inhibition curve with a large enough effect in the signal ratio, with a control signal flat, not every such curve was filed as active; inconclusive = small, poorly fitted or top-dose-only effect, or effect the other way, or a change in a side signal; the % refers to the signal ratio; note: % is set by controls: 0 for no effect and ±100 for the full control effect
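S3 HeLa cells stably expressing lamin A-EGFP splicing minigene plus DsRed2, 600 cells/well, 48 h compound exposure at 37C. Laser-scanning cytometry; analysed as GFP (500-530 nm)/RFP (575-640 nm) total intensity ratio; 0.5% DMSO vehicle.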
The depositor's hits bear a star; i = inactive; ? = inconclusive; . = not tested or not shown; [ ] = remark or other dose. Unless noted, calls come from the whole dose curve; as a rule, active = well fitted curve in the direction sought with a large enough effect; inconclusive = small, poorly fitted or top-dose-only effect, or another doubt; inactive = no such curve, though single readings can be large; an effect the other way counts as inactive or inconclusive. Potency is the fitted concentration of half-maximal effect.

SMILES	KinaseGlo FLuc	KDM4E inh	RECQ1 helicase	SMN2 splice enh	Tau ThT inhib	L3MBTL1 inh	ALDH1A1 block	Lamin A splicing
CC1CC(=O)c2cnc(N)nc2C1 (stereo not given)	-6.4%	6.6%	-0.7%	3.5%	-5.3%	0.5%	6.4%	16.3%
COC(=O)N/N=C(\C)c1cccc(C(F)(F)F)c1	-3.5%	9.3%	-10.5%	14.0%	-0.9%	-3.6%	4.7%	12.0%[46 µM]
CCO[C@H]1OC(C(=O)NC2CC2)=C[C@@H](c2coc3ccccc3c2=O)[C@@H]1CCCO	.	?	-11.4%	.	-9.6%	3.0%	-4.3%	.
COc1ccc(-n2c(NC(=O)c3ccc(Br)o3)c(C#N)c3nc4ccccc4nc32)cc1	-3.2%	?	2.1%	-6.6%	14.1µM*	17.1%	?	?
CC1CCCCN1CCNC(=O)CN1C(=O)COc2ccccc21 (stereo not given)	-4.4%	0.3%	5.1%	3.2%	-4.3%	3.1%	2.5%	2.2%
CC(C)c1onc(C(=O)N2CCN(c3ccccc3)CC2)c1[N+](=O)[O-]	.	-4.3%	i	.	-9.2%	-5.4%	.	.
CC(C)CCNC(=O)CCCC1=NS(=O)(=O)c2ccccc2N1	2.0%	8.7%	-2.3%	-5.1%	2.6%	-4.2%	9.6%	0.0%
COc1cc2oc(=O)cc(-c3ccc(-c4sccc4C=O)cc3)c2c(OC)c1OC	-0.2%[39.9 µM]	.	-7.3%[81.1 µM]	.	?	.	-6.7%	.
COc1cc(-c2c(C#N)c(N)nc(SCc3ccncc3)c2C#N)cc(OC)c1OC	2.9%	?	-0.9%	-15.4%	-15.2%	-4.7%	29.1%	?
CC(C)(C)OC(=O)N/N=C\c1ccc(OC(=O)c2cccs2)cc1	-2.1%	-2.2%	-5.7%	?	?	-10.0%	-6.1%	1.9%
COc1cccc(NC(=S)NCc2ccco2)c1	-2.9%	-6.2%	-6.3%	?	1.9%	-11.9%	?	-10.0%
O=C(Nc1cc(S(=O)(=O)N2CCOCC2)ccc1-n1cncn1)c1ccc(Cl)cc1	.	-9.7%	-8.6%	.	-7.4%	-2.7%	.	.
O=C(CCCNC(=O)/C(=C/c1ccc(F)cc1)NC(=O)c1ccccc1)OCc1ccccc1	-0.3%	-3.4%	-17.4%	16.0%	-1.4%	7.5%	-5.8%	-3.6%
COc1ccc(OC)c(NC(=O)c2ccc(NS(=O)(=O)c3c(C)noc3C)cc2)c1	6.7%	-3.7%	22.3%	11.2%	-18.1%	6.0%	-0.4%	6.3%
O=C(c1ccncc1)N1CCN(C(=O)c2cccs2)CC1	-16.4%	-2.3%	-0.2%	-16.9%	-4.1%	-8.7%	9.8%	-4.6%
Cc1ccc(/C(N)=N/OC(=O)C23CC4CC(CC(C4)C2)C3)cc1	0.8%	-0.9%	-4.5%	-14.9%	-11.9%	5.2%	-3.5%	4.0%
CC(C)Oc1cccc(C(=O)NC(=S)Nc2ccc(N3CCN(C)CC3)cc2)c1	.	-13.9%	-10.4%	.	?	-16.1%	?	-22.3%[46 µM]
COC(=O)c1ccc(C2C(C(C)=O)=C(C)Nc3ncnn32)cc1 (stereo not given)	1.8%	0.0%	-3.3%	-12.3%	4.9%	4.8%	11.1%	-21.7%
COc1ccc(C=O)cc1Cn1c(C)cc(C)c(C#N)c1=O	0.3%	-1.7%	-2.5%	-17.2%	0.7%	.	?	23.3%[9.22 µM]
c1ccc(CN(Cc2ccccc2)c2nn[nH]n2)cc1	3.5%	-11.1%	-13.8%	8.2%	2.5%	11.1%	-1.7%	.
CCCn1c(=N)n(CC(=O)c2ccco2)c2ccccc21	-2.5%	?	2.9%	-19.8%	?	-3.8%	.	4.0%
Cc1onc(-c2ccccc2)c1-c1ccnn1C(=O)NC(C)C	.	0.4%	-10.1%	.	0.4%	-1.9%	?	.
CC(=O)[C@H]1[C@H](c2cccc(Cl)c2)C(C#N)(C#N)[C@@H]2c3ccccc3C=CN21	-1.8%	?	-8.4%	-6.1%	?	-15.2%	?	-13.2%
CCCSCCCNC(=O)Cn1cc2c(n1)CCC(C)C2 (stereo not given)	0.0%	-2.1%	-4.1%	-1.2%	-7.7%	-6.7%	0.0%	-10.4%
O=C(Nc1ccc(N2CCOCC2)cc1)C1(S(=O)(=O)c2ccccc2)CC1	-2.8%	2.8%	i	13.3%	-1.6%	.	0.8%	-4.0%
SMILES	KinaseGlo FLuc	KDM4E inh	RECQ1 helicase	SMN2 splice enh	Tau ThT inhib	L3MBTL1 inh	ALDH1A1 block	Lamin A splicing
CC(C)c1nc(SCC(=O)Nc2ccc(N(C)C)cc2)c2ccccc2n1	0.3%	0.6%	i	-75.3%[inhibitor]	6.4%	-4.5%	?	.
O=C(C1CCCO1)N1CCN(c2ncccn2)CC1 (stereo not given)	-1.2%	?	-9.3%	1.3%	-8.6%	0.6%	?	1.4%
Cn1ccnc1Sc1ccc(/C=N/NC(=O)c2ccccc2O)cc1[N+](=O)[O-]	3.6%	-5.2%	-1.6%	-7.3%	?	5.0%	?	-6.1%
COCCn1c(SCC(=O)Nc2ccc(S(=O)(=O)N3CCOCC3)cc2)nc2ccccc21	-3.6%	-1.7%	-10.6%	9.3%	-1.4%	3.1%	?	?
Cc1ccc(-n2nnnc2SCC(=O)NC(=O)Nc2ccc3c(c2)OCCO3)cc1	1.8%	-1.9%	7.6%	19.1%	-15.2%	-6.5%	1.3%	?
O=C(c1ccc2c(c1)OCCO2)N1CCCC(CNS(=O)(=O)c2cccs2)C1 (stereo not given)	1.7%	4.6%	i	.	-1.0%	14.2%	2.24µM*	.
O=C(NC(=S)Nc1ccc(Cc2ccncc2)cc1)c1ccc(F)cc1	-2.3%	-13.1%	-1.9%	-33.7%[inhibitor]	-16.1%	2.6%	20µM*	2.4%[46 µM]
O=S(=O)(c1cccs1)N1CCN(c2ccc(O)cc2)CC1	.	-10.1%	-9.6%	.	?	-28.1%	.	.
Cn1c(SCC(=O)NNC(=O)Nc2ccccc2)nnc1-c1ccccc1	.	12.6%	i	.	2.2%	-2.3%	.	.
Cc1ccc(S(=O)(=O)N2CCN(C(=O)c3nn(C(C)C)c(=O)c4ccccc34)CC2)cc1C	-1.8%	-6.5%	i	13.1%	-16.0%	.	?	?
O=C(CSc1cccc[n+]1[O-])C12CC3CC(CC(C3)C1)C2	4.2%	-9.6%	-4.1%	16.3%	2.2%	0.2%	?	?
O=C(Cn1c(=O)oc2cc(S(=O)(=O)N3CCCC3)ccc21)N1CCN(c2ccccn2)CC1	-2.3%	?	1.1%	3.5%	1.9%	-12.2%	?	-15.5%
CSc1c(CC(=O)Nc2ccc(F)cc2)n(Cc2ccccc2)c2ccccc12	1.2%	-13.6%	0.9%	27.4%	0.1%	4.0%	8.8%	-2.9%
Cc1ccccc1OCc1nc(-c2ccc(Br)o2)no1	-5.3%	-7.3%	-14.3%	10.7%	-21.2%	.	-3.7%	10.0%
CN(C)c1ncc2nc(-c3cc(F)cc(F)c3)c(=O)n(Cc3cccs3)c2n1	-5.5%	.	6.0%	-12.2%	.	.	?	.
Cc1ccc[n+](CC(=O)c2ccc(NC(=O)c3ccccc3)cc2)c1	-1.1%	1.9%	i	11.8%	3.7%	7.9%	10.9%	?
NC(=O)COc1ccccc1/C=C1/SC(=O)N(CC(=O)N2CCc3ccccc3C2)C1=O	-0.5%	-1.0%	-7.5%	-21.3%	-21.1%	-10.5%	-0.5%	-15.5%
O=C(CNC(=O)c1ccc(Cl)cc1)N/N=C/c1cccnc1	.	2.7%	2.3%	.	-5.8%	8.2%	.	.
COc1ccc(S(=O)(=O)Nc2ccc(C)cc2)cc1N(C)S(=O)(=O)c1ccc(Cl)cc1	-1.4%	-2.2%	-0.5%	.	4.0%	4.5%	?	?
CC(=O)OCc1cc(-c2nn(C)c(=O)c3ccccc23)ccc1C	1.8%	-5.5%	-11.0%	10.7%	-4.4%	5.0%	-4.5%	.
CN(C)CC(=O)Nc1ccc2cn[nH]c2c1	.	5.2%	i	.	1.3%	0.5%	0.8%	.
O=C(CCCOc1ccc(Cl)cc1Cl)n1nnc2ccccc21	-1.2%	-8.0%	-4.9%	-7.5%	-0.8%	26.7%	8.1%	?
COc1ccccc1OCCOCCOc1ccc(C)cc1[N+](=O)[O-]	-0.1%	-2.2%	-3.8%	-1.6%	-7.3%	-0.9%	?	-3.7%
OCCNCCOc1ccccc1-c1ccccc1	-2.9%	-27.4%	-4.6%	?	-0.3%	.	-12.1%	-6.5%
Nc1ccc2c(c1)N1CCN=C1S2	-0.6%	3.1%	-2.8%	5.4%	-14.2%	-0.1%	2.5%	11.9%
C[C@@H]1C=C(C(=O)NCc2ccccc2)O[C@H](OCc2ccc(CO)cc2)C1	.	-12.0%	-20.4%	.	-16.6%	3.0%	?	.

5 compounds from above, limited to ALDH1A1 block.
Molecule	ALDH1A1 block
CC(=O)OCc1cc(-c2nn(C)c(=O)c3ccccc23)ccc1C	-4.5%
CN(C)CC(=O)Nc1ccc2cn[nH]c2c1	0.8%
O=C(CCCOc1ccc(Cl)cc1Cl)n1nnc2ccccc21	8.1%
COc1ccccc1OCCOCCOc1ccc(C)cc1[N+](=O)[O-]	?
OCCNCCOc1ccccc1-c1ccccc1	-12.1%

Complete entries, looked up by structure. Order of values: KinaseGlo FLuc	KDM4E inh	RECQ1 helicase	SMN2 splice enh	Tau ThT inhib	L3MBTL1 inh	ALDH1A1 block	Lamin A splicing
OCCNCCOc1ccccc1-c1ccccc1 is entered as -2.9%	-27.4%	-4.6%	?	-0.3%	.	-12.1%	-6.5%
COc1cccc(NC(=S)NCc2ccco2)c1 is entered as -2.9%	-6.2%	-6.3%	?	1.9%	-11.9%	?	-10.0%

These rows are one share of the data; count on the stated rates, not on these rows.
